High-throughput results: PubChem, National Center for Advancing Translational Sciences (NCATS)
BLM helicase inh = qHTS Assay for Inhibitors of Bloom's syndrome helicase (BLM). RecQ-like DNA helicase BLM (Homo sapiens), P54132. recombinant BLM DNA unwinding, fluorescence dequenching. Potency, µM (top dose mostly 56.1 µM), for inactives: at the top dose activity change, negative = inhibition, usual class: inhibitors. AID 2528, 2010. 350,000 tested, 0.2% active;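 note: potency is the fitted concentration of half-maximal effect; plate controls were vehicle for no effect and no enzyme for full effect; nearly all actives have a fitted effect of over 35% in size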
Pol beta inh = qHTS Assay for Inhibitors of DNA Polymerase Beta. AID 485314, 2010. P06746. 340,000 tested, 1.3% active. Potency, µM (top dose mostly 114 µM), without a hit: top-dose activity change, negative = inhibition, most hits filed as inhibitors. Pol beta primer extension/strand displacement, fluorescence kinetic; note: potency is the fitted concentration of half-maximal effect; % is set by controls: 0 for no effect and ±100 for the full control effect
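Preincubation: enzyme (10 nM) with compound, 15 min, RT. Reaction: substrate added to 50 nM final. Reads: 0 and 10 min. Analysis: normalized, Hill fit.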
GRP78 ERSR act = qHTS for Inducers of the Endoplasmic Reticulum Stress Response (ERSR) in Human Glioma: qHTS | 420,000 tested, 0.02% active | Potency, µM, for the others: top-dose activation, actives largely listed as activators | U87-MG GRP78 promoter luciferase reporter, 16 h | AID 602332, 2012; note: potency is the fitted concentration of half-maximal effect; series mostly up to about 76 µM; % of control where 0% means no effect; nearly all actives have a fitted effect of over 35% in size
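Stably transfected U87-MG glioma cells carrying a GRP78-based luciferase sensor; 16 h compound incubation. Luminescence end-point read 10 min after Bright-Glo addition at room temperature.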
Pol kappa inh = qHTS for Inhibitors of Polymerase Kappa | 400,000 tested, 0.53% active | purified Pol kappa, fluorescent DNA synthesis assay, 10 min | Potency, µM (top dose mostly 107 µM), inactives show at the top dose activity, negative = inhibition, hits mostly inhibitors | AID 588579, 2011 | DNA polymerase kappa (Homo sapiens), Q9UBT6; note: potency is the fitted concentration of half-maximal effect; % is set by controls: 0 for no effect and ±100 for the full control effect
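Enzyme at 10 nM met test compounds for 15 min at room temperature. Substrate addition (50 nM final) began the reaction, which was monitored by fluorescence at 0 and 10 min.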
Apoferritin bind = qHTS Assay for Identification of Novel General Anesthetics; Ferritin light chain (Equus caballus), P02791; apoferritin/1-aminoanthracene competitive binding, fluorescence; Potency, µM (highest dose often 77.5 µM), for inactives: at the highest dose activity change, negative = displacement, hits mostly inhibitors; 350,000 tested, 0.074% active; AID 485281, 2010; note: potency is the fitted concentration of half-maximal effect; % is set by controls: 0 for no effect and ±100 for the full control effect; nearly all actives have a fitted effect of over 20% in size
Target sequence (P02791 2-175 limits assumed): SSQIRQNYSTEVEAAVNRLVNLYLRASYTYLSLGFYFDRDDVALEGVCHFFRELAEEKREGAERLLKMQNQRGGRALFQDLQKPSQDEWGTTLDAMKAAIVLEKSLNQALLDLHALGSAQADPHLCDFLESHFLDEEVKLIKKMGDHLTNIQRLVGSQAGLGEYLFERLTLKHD
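Probe: 1-aminoanthracene (50% saturated, PBS). Protein: horse-spleen apoferritin, 10 uM. Incubation: 10 min, room temperature. Detection: 380 nm excitation, 535 nm emission. Analysis: normalized response, four-parameter Hill.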
APE1 inh = qHTS Assay for Inhibitors of the Human Apurinic/apyrimidinic Endonuclease 1 (APE1). 350,000 tested, 0.35% active. AID 2517, 2012. Potency, µM (highest dose often 65.8 µM), for the others: at the top dose activity change, negative = inhibition, actives largely listed as inhibitors. DNA repair nuclease/redox regulator APEX1 (Homo sapiens), P27695. recombinant APE1, TAMRA/BHQ-2 abasic DNA cleavage fluorescence;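 note: potency is the fitted concentration of half-maximal effect; plate controls were vehicle for no effect and reference inhibitor for full effect; nearly all actives have a fitted effect of over 55% in size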
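Readout is kinetic fluorescence (ex 525, em 598 nm) from cleavage of 50 nM TAMRA/BHQ-2 THF abasic duplex by 0.75 nM APE1, compound added 15 min beforehand at RT.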
POLI inh = qHTS for Inhibitors of Polymerase Iota; AID 588590, 2011; DNA polymerase iota (Homo sapiens), Q9UNA4; 390,000 tested, 1% active; Pol iota fluorescent replication assay, 10 min; Potency, µM (doses to about 115 µM), without a hit: at the highest dose activity, negative = inhibition, actives largely listed as inhibitors; note: potency is the fitted concentration of half-maximal effect
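Pol iota at 10 nM preincubated 15 min with compounds at room temperature; reaction started with fluorescent substrate, 50 nM final. Fluorescence read kinetically at 0 and 10 min; buffer-only wells as negative control.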
Pol eta inh = qHTS for Inhibitors of Polymerase Eta; DNA polymerase eta (Homo sapiens), Q9Y253; recombinant Pol eta, fluorescent DNA replication assay; Potency, µM (doses to about 114 µM), without a hit: at the top dose activity change, negative = inhibition, usual class: inhibitors; 390,000 tested, 1.2% active; AID 588591, 2011; note: potency is the fitted concentration of half-maximal effect; % is set by controls: 0 for no effect and ±100 for the full control effect
Target sequence (Q9Y253 whole entry, looked up): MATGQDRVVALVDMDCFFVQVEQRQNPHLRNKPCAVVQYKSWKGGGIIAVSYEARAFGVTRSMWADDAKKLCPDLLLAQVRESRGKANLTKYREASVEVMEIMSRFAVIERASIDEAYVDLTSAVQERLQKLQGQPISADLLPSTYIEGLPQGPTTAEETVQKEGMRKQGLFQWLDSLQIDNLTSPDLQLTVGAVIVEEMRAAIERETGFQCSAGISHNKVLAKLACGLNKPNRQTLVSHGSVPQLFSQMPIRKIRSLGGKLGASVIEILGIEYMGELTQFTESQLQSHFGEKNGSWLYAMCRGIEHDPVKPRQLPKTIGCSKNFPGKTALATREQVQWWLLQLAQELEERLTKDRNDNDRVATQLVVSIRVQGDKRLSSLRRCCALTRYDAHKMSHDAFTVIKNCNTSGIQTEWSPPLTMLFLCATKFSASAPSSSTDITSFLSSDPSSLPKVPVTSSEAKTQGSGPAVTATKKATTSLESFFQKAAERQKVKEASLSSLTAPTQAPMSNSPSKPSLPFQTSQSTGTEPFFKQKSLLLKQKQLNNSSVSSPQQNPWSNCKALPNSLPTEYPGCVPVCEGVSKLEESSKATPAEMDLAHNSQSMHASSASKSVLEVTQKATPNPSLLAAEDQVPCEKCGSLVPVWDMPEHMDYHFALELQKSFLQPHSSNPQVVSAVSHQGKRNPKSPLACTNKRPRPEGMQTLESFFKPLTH
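Pol eta (10 nM) was preincubated with compounds for 15 min at room temperature, after which fluorescent replication substrate (50 nM final) was added to start the reaction. Fluorescence was read kinetically at 0 and 10 min.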
LDHA inh = qHTS assay for inhibitors of human lactate dehydrogenase. L-lactate dehydrogenase A chain (Homo sapiens), P00338. purified LDHA, NADH/diaphorase-resazurin fluorescence; active compounds read low. activity change, % (values are at about 110 or 230 µM). 480,000 tested, 0.15% active; in the data active = activity change below about -30%; inconclusive = mostly about -25% to -30%;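 note: plate controls were DMSO wells for no effect and wells without enzyme for full effect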
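Remaining NADH was detected by diaphorase (0.133 mg/mL) converting 37 µM resazurin to fluorescent resorufin, read at 0 and 20 minutes. The preceding 5-minute room-temperature reaction used 2 nM LDHA, 0.2 mM sodium pyruvate and 0.06 mM NADH at pH 7.4.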
* hit, by the source's call; ? = inconclusive; · = not tested or not shown; & = joins results of further samples; [ ] = remark or other dose. Unless noted, calls come from the whole dose curve; as a rule, active = well fitted curve in the direction sought with a large enough effect; inconclusive = small, poorly fitted or top-dose-only effect, or another doubt; inactive = no such curve, though single readings can be large; an effect the other way counts as inactive or inconclusive. These rows are one share of the data; count on the stated rates, not on these rows.

SMILES | BLM helicase inh | Pol beta inh | GRP78 ERSR act | Pol kappa inh | Apoferritin bind | APE1 inh | POLI inh | Pol eta inh | LDHA inh
Cc1cccc(OCc2nnc(SCC(=O)Nc3cccc(C(=O)N4CCOCC4)c3)n2C)c1C | -10% | 11% | 1% | -8% | -11% | 1% | 11% | -15% | 0
C#CCOCCOCCOCCNc1nc(N2CCN(C(=O)[C@H](CCCCN)n3cc(CN)nn3)CC2)nc(N2CCN(C(=O)[C@H](CC(N)=O)n3cc(C(N)[C@H](C)CC)nn3)CC2)n1 (stereo not given in full) | · | · | -2% | -5% | · | 21% | -25% | 12% | 9
COc1ccc(C(=O)Nc2nc(C)cc(C)n2)cc1 | 28% | 86% | 0% | -13% | ? | -7% | 164%[activator] | -10% | -6
Cc1ccc(-n2nc3c(=O)n(CC(=O)NCc4ccccc4Cl)nc(C)c3c2C)cc1 | -1% | 1% | -6% | 0% | -10% | 19% | -14% | -11% | 0
C[C@H](CO)N1C[C@H](C)[C@@H](CN(C)S(C)(=O)=O)Oc2ccc(NC(=O)Cn3cnnn3)cc2C1=O | · | · | -3% | 10% | · | 40% | 23% | -2% | 6
C=C(C)c1cccc(C(C)(C)NC(=O)N2CCCC(C)C2)c1 (stereo not given) | -10% | 2% | 0% | -7% | -22% | -1% | 11% | 3% | 1
O=[N+]([O-])c1ccccc1CN1CCN(Cc2c[nH]c3ccccc23)CC1 | 5% | 2% | -1% | -12% | -17% | -1% | 60%[activator] | -18% | -19
O=C(NNC(=S)Nc1ccc(F)cc1)C1[C@H]2CCCC[C@@H]12 (stereo not given in full) | -4% | -2% | -4% | -3% | 13% | -2% | 49%[activator] | -2% | -5
Cc1nn(C)cc1CN(C)C(=O)c1cc(-c2ccccc2)nc2ccc(Br)cc12 | -1%&-1% | -12%&10% | 0%&0% | 6%&10% | ? | 12% | 4%&2% | -22%&-11% | -8&0
O=C(COc1ccc([N+](=O)[O-])cc1Cl)Nc1ccc2[nH]c(=O)[nH]c2c1 | · | · | -8% | -12% | · | -8% | ? | ? | -7

Complete entries as entered above:
`Cc1ccc(-n2nc3c(=O)n(CC(=O)NCc4ccccc4Cl)nc(C)c3c2C)cc1` as listed: BLM helicase inh: -1%; Pol beta inh: 1%; GRP78 ERSR act: -6%; Pol kappa inh: 0%; Apoferritin bind: -10%; APE1 inh: 19%; POLI inh: -14%; Pol eta inh: -11%; LDHA inh: 0
`Cc1cccc(OCc2nnc(SCC(=O)Nc3cccc(C(=O)N4CCOCC4)c3)n2C)c1C` as listed: BLM helicase inh: -10%; Pol beta inh: 11%; GRP78 ERSR act: 1%; Pol kappa inh: -8%; Apoferritin bind: -11%; APE1 inh: 1%; POLI inh: 11%; Pol eta inh: -15%; LDHA inh: 0

(further entries)
SMILES | BLM helicase inh | Pol beta inh | GRP78 ERSR act | Pol kappa inh | Apoferritin bind | APE1 inh | POLI inh | Pol eta inh | LDHA inh
Cc1cc(NC(=O)Nc2cc(C)nn2-c2ccccc2)n(-c2ccccc2)n1 | 0% | -14% | 3% | -5% | -10% | -1% | 29% | -11% | -2
CCOC(=O)C1(CCOc2ccccc2)CCN(Cc2ccc(OC)c(COC)c2)CC1 | -9% | 6% | -5% | -1% | -15% | 4% | 92%[activator] | -26% | -1
S=C(NCCN1CCOCC1)N/N=C/c1ccccc1 | 1% | -1% | -3% | -17% | -2% | 2% | 26% | -13% | -5
O=C(COc1ncnc2ccccc12)Nc1ccc(Cl)c([N+](=O)[O-])c1 | 0% | 18% | -2% | -16% | -5% | 5% | 25% | -6% | -10
COc1ccccc1NC(=O)c1cc(C(=O)Nc2ccccc2OC)cc([N+](=O)[O-])c1 | 2% | 10% | 1% | -11% | -2% | 16% | 24% | 2% | -6
C=CCc1ccccc1OCC(O)CNC(C)C (stereo not given) | -7%&5%&6%&4% | 0% | -2%&-1%&-3%&-2%&-3% | ? | 4%&-7% | 14%&0%&10%&-1%&1% | -13% | -13% | -17
CC(C)(C)c1ccccc1NC(=O)c1cccnc1 | 1% | 12% | -5% | -6% | -7% | 5% | 4% | -13% | -7
C=CCn1c(SC(C)C(N)=O)nc2sc(CC)cc2c1=O (stereo not given) | 0% | 33% | -5% | -6% | -9% | -11% | 33%[activator] | -1% | -11
Oc1cccc(/C=N/Nc2ccc(Cl)nn2)c1O | -8% | 40µM* | 0% | ? | 8% | -2% | ? | -4% | 9
Cc1csc(SCC(=O)Nc2ccccc2C)n1 | · | · | -4% | -7% | · | 36% | -8% | -20% | -1
Cc1ccccc1OCCSc1nnc(-c2ccncc2)n1C | -3% | 26% | -3% | -4% | -18% | -1% | 9%[58.9 µM] | 4% | -2
Cc1cc(S(=O)(=O)N2CCN=C2c2ccccc2)c(Cl)cc1Cl | 2% | -8% | -3% | -3% | 4% | -3% | 12% | -5% | -1
Cc1cccc(OCCSc2nc3ccccc3n2CC(=O)N2CCOCC2)c1C | 0% | 2% | -2% | -10% | 3% | · | 12% | -18% | -2
CC1(NC(=O)Cc2csc(-c3cccc(Cl)c3)n2)CCS(=O)(=O)C1 (stereo not given) | · | · | -5% | 1% | · | 34% | 25% | -22% | -4
Cn1ccc(C(=O)OCC(=O)Nc2ccccc2)n1 | -1% | -2% | -2% | 13% | -2% | 34% | 22% | -17% | 5
CCOC(=O)c1cc2c(=Cc3ccc(N(C)C)cc3)c3ccccc3n2[n+]1C | · | · | -6% | -20% | · | · | 40µM* | ? | 39

Only Pol kappa inh, Apoferritin bind and POLI inh, for some of the entries so far:
| mol | Pol kappa inh | Apoferritin bind | POLI inh |
| --- | --- | --- | --- |
| Cc1ccccc1OCCSc1nnc(-c2ccncc2)n1C | -4% | -18% | 9%[58.9 µM] |
| Cc1cc(S(=O)(=O)N2CCN=C2c2ccccc2)c(Cl)cc1Cl | -3% | 4% | 12% |
| Cc1cccc(OCCSc2nc3ccccc3n2CC(=O)N2CCOCC2)c1C | -10% | 3% | 12% |
| CC1(NC(=O)Cc2csc(-c3cccc(Cl)c3)n2)CCS(=O)(=O)C1 (stereo not given) | 1% | · | 25% |
| Cn1ccc(C(=O)OCC(=O)Nc2ccccc2)n1 | 13% | -2% | 22% |
| CCOC(=O)c1cc2c(=Cc3ccc(N(C)C)cc3)c3ccccc3n2[n+]1C | -20% | · | 40µM* |
